# Bioassay records: PubChem, several laboratories
# SMARCA2 act: SMARCA2 (BRM) function activators, primary screen, cell-based, luminescence, high throughput | MG213 cells, MMTV-luciferase reporter, dexamethasone, overnight | activation, % at 9.1 µM | actives 1% (n = 370,000) | AID 652017, 2013; in the data active means activation above about 7.8%;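 further: 0% = vehicle wells and 100% = reference activator wells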
# ssDAF-12 act: S. stercoralis DAF-12 nuclear receptor activators, primary screen, cell-based, luminescence, HEK293, GRIP1 co-expression, lit1-tk-luc; AID 652126, 2013; Nuclear hormone receptor DAF-12 (Strongyloides stercoralis); actives 1% (n = 370,000); activation, % at 6.8 µM; HEK293 ssDAF-12/GRIP1 lit1-tk-luc reporter; % of 3 µM dafachronic acid response;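 active means activation above the mean over all tested compounds plus 3 SD, cut at about 0.9% in these data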;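 further: 0% = DMSO-only wells and 100% = 3 µM delta7-dafachronic acid wells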
# hgDAF-12 ag: H. glycines DAF-12 receptor agonists, primary screen, cell-based, luminescence, HEK293, GAL4 fusion, UAS-luciferase; AID 687014, 2013; activation, % at 6.8 µM; HEK293 GAL4-hgDAF12 UAS-luciferase reporter, agonist luminescence; normalized to butyrate control; actives 1.8% (n = 370,000);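 active means activation above a cutoff set at the mean of all screened compounds plus 3 SD, cut at about 10% in these data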;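 further: 0% = DMSO wells and 100% = sodium butyrate wells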
# DAX1 inh-1: DAX1 (NR0B1) inhibitors on StAR promoter, primary screen, cell-based, luminescence, SF-1 (NR5A1), full-length DAX-1; inhibition, % at 6.8 µM; HEK293T StAR-luciferase reporter, SF-1/DAX-1 repression relief; actives 1.1% (n = 370,000); AID 652010, 2013;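 active means inhibition above the mean over all tested compounds plus 3 SD, cut at about 3.6% in these data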;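 further: 0% = DAX-1 cells with DMSO and 100% = cells lacking DAX-1 with DMSO; higher inhibition means more luminescence from relief of DAX-1 repression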
# PG9 Ab binder: binders of HIV-1 gp120 antibody PG9, primary screen, biochemical, TR-FRET; HIV-1 gp120 / PG9 antibody interaction; TR-FRET gp120-PG9 antibody binding; inhibition, % at 6.7 µM; actives 0.43% (n = 360,000); AID 624416, 2012; in the data active means inhibition above about 8.5%
# hcDAF12 agonist: H. contortus DAF-12 nuclear receptor activators, primary screen, cell-based, luminescence, HEK293, lit1-tk-luc reporter | HEK293 hcDAF-12 lit1-tk-luc reporter; 0% DMSO, 100% Δ7-dafachronic acid | AID 652067, 2013 | actives 1.4% (n = 370,000) | activation, % at 6.8 µM;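 active means activation above the mean of all tested compounds plus 3 SD, cut at about 5.5% in these data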;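 further: 100% = response to 3 µM Δ7-dafachronic acid high control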
# NPR1 activator: GC-A stimulated cGMP production enhancers – HEK293 GC-A cells, cGMP TR-FRET, EC30 ANP, primary screen; actives 0.14% (n = 370,000); activation, % at 10 µM; AID 1671463, 2021; Atrial natriuretic peptide receptor 1 (Homo sapiens), P16066; 0% at EC30 ANP, 100% saturating ANP; in the data active means activation above about 40%
# FXN GAA850 act: FXN promoter activators, primary screen, cell-based, luciferase luminescence, HEK293 lucGAA850; HEK293 lucGAA850 FXN promoter luciferase reporter, 24 h; percent of 10 µM SAHA response; activation, % at 6 µM; actives 0.56% (n = 360,000);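 active means activation above the average of all compounds screened plus 3 SD, cutoff fixed separately per campaign, cut at about 7.5% in these data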;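 further: 0% = DMSO wells and 100% = 10 µM SAHA wells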
# ADAM10 inh: human ADAM10 inhibitors, primary screen, biochemical, QFRET, HTS | recombinant ADAM10, EDANS/DABCYL FRET peptide cleavage, 3 h | actives 0.62% (n = 370,000) | Disintegrin and metalloproteinase domain-containing protein 10 (Homo sapiens), O14672 | AID 720582, 2013 | inhibition, % at 7 µM;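 active means inhibition above a per-campaign cutoff equal to the mean of compounds falling between control-based bounds plus 3 SD, cut at about 20% in these data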;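 further: 0% = DMSO wells while the 100% control is not disclosed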
# Target sequence (O14672 214-748 limits assumed): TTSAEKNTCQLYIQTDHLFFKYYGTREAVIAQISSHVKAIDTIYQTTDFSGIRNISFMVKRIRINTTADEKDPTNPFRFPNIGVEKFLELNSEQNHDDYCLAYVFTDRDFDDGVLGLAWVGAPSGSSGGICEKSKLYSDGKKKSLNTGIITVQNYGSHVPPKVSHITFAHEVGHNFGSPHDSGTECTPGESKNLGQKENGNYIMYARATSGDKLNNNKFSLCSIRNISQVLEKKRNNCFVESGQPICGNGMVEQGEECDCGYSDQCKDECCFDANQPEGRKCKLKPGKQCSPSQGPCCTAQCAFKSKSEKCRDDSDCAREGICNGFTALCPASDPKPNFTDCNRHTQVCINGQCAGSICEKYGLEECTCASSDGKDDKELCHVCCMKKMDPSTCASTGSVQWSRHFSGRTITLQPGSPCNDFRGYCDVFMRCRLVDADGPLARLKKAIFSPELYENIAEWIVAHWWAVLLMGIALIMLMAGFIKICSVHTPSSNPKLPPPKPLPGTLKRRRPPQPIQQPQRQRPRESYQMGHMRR
# DAX1 inh-2: DAX1 (NR0B1) inhibitors, primary screen, cell-based, HEK293, Gal4-DAX1, luciferase luminescence; HEK293 Gal4-DAX1 luciferase reporter; AID 504766, 2011; Nuclear receptor subfamily 0 group B member 1 (Homo sapiens), P51843; actives 0.99% (n = 340,000); inhibition, % at 6.75 µM;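 active means inhibition above the mean over all tested compounds plus 3 SD, cut at about 4.2% in these data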;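 further: 0% = DAX1-transfected cells with DMSO and 100% = empty-vector control cells with DMSO; inhibition shows as a rise in luminescence from relieved DAX1 repression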
# Target sequence (P51843 207-470 limits assumed): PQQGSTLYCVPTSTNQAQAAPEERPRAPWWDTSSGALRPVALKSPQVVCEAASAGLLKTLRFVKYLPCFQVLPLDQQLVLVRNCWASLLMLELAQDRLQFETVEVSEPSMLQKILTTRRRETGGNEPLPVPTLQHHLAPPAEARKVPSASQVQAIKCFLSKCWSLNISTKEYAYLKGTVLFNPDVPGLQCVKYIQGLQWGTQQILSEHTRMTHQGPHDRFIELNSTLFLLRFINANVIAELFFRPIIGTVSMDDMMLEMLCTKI
# ADAM17 inh: ADAM17 inhibitors, primary screen, biochemical, QFRET. Disintegrin and metalloproteinase domain-containing protein 17 (Homo sapiens), P78536. recombinant ADAM17, EDANS/DABCYL FRET peptide cleavage. inhibition, % at 6.95 µM. actives 0.83% (n = 370,000);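 active means inhibition above the mean of compounds lying between control limits plus 3 SD, set per campaign, cut at about 8.5% in these data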;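 further: 0% = DMSO-only wells as the low control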
# Active calls of the source: *; i = inactive; / = not tested or not shown.
# Second line of a record – SMARCA2 act, ssDAF-12 act, hgDAF-12 ag, DAX1 inh-1, PG9 Ab binder, hcDAF12 agonist, NPR1 activator, FXN GAA850 act, ADAM10 inh, DAX1 inh-2, ADAM17 inh
O=C(/C=C/c1ccc(S(=O)(=O)N2CCOCC2)cc1)NCc1ccccc1F
 : -1.6, -0.7, -2.8, 5.0*, -0.8, -0.3, 0.4, 4.0, -18.2, -0.2, -3.2
CC12CC(c3ccccc3O1)C(C(=O)N1CCOCC1)C(=O)N2 (stereo not given)
 : -2.8, -1.3, -4.8, 0.4, 1.3, 0.0, /, -2.3, -6.2, 0.3, 6.0
C#Cc1ccc(NC(=O)C2(C)CCN2C(=O)Cc2ccc(-c3ccccc3)cc2)cc1 (stereo not given)
 : -9.2, -2.3, -8.8, -5.4, 1.3, -5.5, 3.7, -3.1, 17.2, /, 5.7
Cc1cc(C)c(C)c(S(=O)(=O)N[C@@H](C)C(=O)OCC(N)=O)c1C
 : -2.9, -2.0, -0.1, -0.2, -1.5, -0.3, 0.7, 0.7, 5.2, 0.6, -0.9
Cc1nc2sc(C(=O)OCC(=O)N3c4ccccc4CC3C)c(C)c2c(=O)[nH]1 (stereo not given)
 : -3.4, 0.6, -1.3, 0.0, 9.9*, -0.2, 5.5, 0.8, -2.4, -0.7, -4.5
O=C(Cc1cccc(NC(=O)C2CCN(C(=O)C3CC3)CC2)c1)Nc1cccc(C(=O)N2CCCCC2)c1
 : -1.5, 0.4, -0.6, 1.5, -0.4, -1.4, -2.0, 0.8, -9.1, -0.4, -4.3
COc1ccc(C(=O)NCCCn2ccnc2)cc1[N+](=O)[O-]
 : -1.8, -0.7, 0.3, -0.2, 0.8, 1.3, -2.0, -2.7, 0.9, 1.0, -1.7
Cc1[nH]c(C)c(S(=O)(=O)N2CCCCC2C)c1C(=O)N1CCCC1 (stereo not given)
 : 1.1, -0.8, 0.4, 0.5, -0.1, -1.0, 2.0, 0.6, -9.1, -0.1, -3.3
Cc1ccc(CN(c2ccc(C(=O)Nc3ccc4c(c3)OCO4)cc2)S(C)(=O)=O)cc1
 : -3.0, -1.2, -2.9, -1.4, 0.4, -1.5, 4.6, -1.7, 0.3, -0.9, -5.1
CC(=O)Nc1ccc(NC(=O)CCCSc2nc3ccccc3s2)cc1
 : 1.7, -0.9, 0.2, 1.3, 0.6, 1.6, 1.8, -2.4, -3.5, -0.8, -1.0
Cc1ccc(NC(=O)CN2C(=O)N/C(=C\c3ccco3)C2=O)cc1
 : 0.2, -0.8, 0.3, 0.5, 0.1, -0.5, 2.9, -0.2, -13.2, -1.1, -5.9
C=CCN1C(=O)[C@H](CC(=O)NCc2cccs2)[C@@]2(C(=O)OCC)CCCC=C12
 : 0.7, -0.5, -1.5, -0.5, /, -1.4, -2.4, /, -0.3, /, -5.4
C[C@@H]1CN([C@@H](C)CO)C(=O)c2cc(Br)cnc2O[C@@H]1CN(C)C(=O)C1CCCCC1
 : -2.7, -1.1, 0.8, -1.4, -0.4, -0.9, 0.7, -1.8, -1.1, 1.8, -1.3
COc1ccc(CCNC(=O)CCC(=O)N2CCN(S(=O)(=O)c3ccc(Cl)cc3)CC2)cc1OC
 : -0.2, -1.0, -2.8, 0.0, -1.3, -1.2, 1.8, -1.3, -8.5, 0.1, 2.1
COc1ccc(Cc2nc(-c3ccccn3)no2)cc1OC
 : -2.1, -1.0, 1.5, 0.1, 1.4, -0.7, -1.4, 3.6, -6.9, 1.8, -2.9
O=C1N/C(=C/c2ccc(Br)s2)C(=O)N1c1ccccc1
 : 2.0, -1.9, 2.4, 0.6, -3.5, -0.8, -0.3, 5.1, 7.1, -0.4, 5.8
Cc1nc(Cl)c(C(=O)NC(=O)Nc2cccc(C(F)(F)F)c2)c(C)c1[N+](=O)[O-]
 : -1.6, -1.1, -2.1, -0.3, 0.7, 0.1, 3.7, -2.2, -1.6, -0.3, -2.5
c1ccc(-c2cc(NCCN3CCCCC3)c3ccccc3n2)cc1
 : 24.6*, -0.7, 4.3, -0.2, -0.3, 1.1, 8.8, -2.2, -12.4, 1.4, -7.3
O=C(O)c1cc2nccc(-c3ccc(F)cc3)n2n1
 : -0.2, -1.3, -1.7, 0.1, -0.3, 0.5, -2.0, 2.1, -17.7, -1.0, -5.0
COc1ccc(C(C(=O)Nc2ccc(F)cc2)N2CCN(C(=O)c3ccco3)CC2)cc1 (stereo not given)
 : 4.1, -0.5, 1.1, 1.1, -1.3, -1.8, 2.4, /, -0.5, /, -0.3
CC/C(O)=N\S(=O)(=O)c1ccc(N=NN(C)C)cc1
 : -3.7, -1.1, 0.0, 0.0, -0.1, -0.6, 0.1, -0.6, -4.7, 0.5, -0.7
O=C1N=c2ccc(Br)cc2=C1c1sc(=S)n(NS(=O)(=O)c2ccccc2)c1O
 : 0.4, 0.1, 0.8, 0.9, -4.4, 6.6*, 1.8, 1.6, -2.7, -0.2, 1.8
Cc1cc2n(n1)C(c1ccc(O)cc1)Nc1ccccc1-2 (stereo not given)
 : -0.8, -1.9, 1.1, -0.8, -1.9, -0.3, 7.5, -1.8, -390.0, 0.8, -118.8
COc1cc2[nH]c(=O)n(CCCCCC(=O)N3CCN(c4ccccc4)CC3)c(=O)c2cc1OC
 : -3.5, 0.4, -0.3, -1.2, 3.4, -2.0, 0.6, -4.3, -9.8, -1.4, -7.6
COc1cccc(C(=O)CSc2nnc(-c3cc(OC)c(OC)c(OC)c3)o2)c1
 : -4.0, -0.6, -0.1, 0.7, -1.9, -0.1, -1.4, 1.8, -1.3, 0.9, -2.0
Cc1onc(-c2ccccc2)c1C(=O)/C=C/N(C)C
 : 2.5, -1.9, -1.7, 0.3, -1.4, 3.6, 2.6, -1.1, 12.6, 1.6, 3.4
COc1ccc(N(CC(=O)NCc2ccc(C)cc2)S(=O)(=O)c2c(C)noc2C)cc1
 : 6.3, -1.0, 1.5, 0.1, 1.3, 0.5, -4.4, -0.8, 0.6, 1.4, -2.8
CC1CC(C)CN(S(=O)(=O)c2ccc(NC(=O)CN3CCCCCC3)cc2)C1 (stereo not given)
 : -1.6, -1.0, 3.6, -0.6, 0.5, -0.6, -2.3, -2.1, -6.8, -0.5, -2.3
O=S(=O)(c1ccccc1)N1CCn2c(nc3ccccc32)C1
 : -1.6, -1.0, 0.5, 0.1, 0.0, 1.5, -3.7, 1.1, -5.1, 1.6, -0.1
C/C=C/c1cccc(-c2nc(C(=O)N3CCOCC3)cc3c2[C@@H](CCO)N(C(=O)NC(C)C)C3)c1
 : -2.5, -0.9, 0.3, 0.7, 0.8, 0.5, 0.0, /, -3.2, /, -3.6
COc1cccc(-c2nc(NCc3ccco3)c3ccccc3n2)c1O
 : 5.3, -0.5, 2.6, -1.1, -0.9, 2.8, 23.7, 2.7, 3.7, 0.0, 1.2
O=c1[nH]c2ccc(Br)cc2c(=O)o1
 : -4.9, -1.5, -4.4, -0.9, 1.4, -2.2, 5.0, -3.5, -59.0, 0.2, -17.1
COC(=O)c1cc(S(=O)(=O)NCC2CCN(C(=O)C(=O)c3cc4ccccc4o3)CC2)cs1
 : -7.1, -0.9, 2.2, 0.2, -0.5, -3.0, -2.9, /, 0.4, /, -4.5
CSCCC1COC(c2cccs2)=N1 (stereo not given)
 : -1.3, -1.5, 1.0, -0.1, 0.5, -0.6, 3.5, 0.4, 4.8, -0.7, -3.1
COc1ccc2[nH]c3c(=O)n(Cc4ccco4)cnc3c2c1
 : 0.2, -1.1, 4.9, 1.9, -0.2, -1.3, -0.6, -4.6, i, 0.8, -241.9
Cc1ccc(CN(C)C(=O)CCNS(=O)(=O)c2ccccc2)o1
 : -2.4, -1.7, 0.5, 0.3, -0.8, -1.1, 1.6, 0.7, -5.7, 0.5, -7.3
COc1ccc(S(=O)(=O)N(C)c2ccc(C(=O)N3CCCC3)cc2)cc1OC
 : -1.8, -1.3, -2.9, 0.0, -1.6, -1.3, 3.2, 1.2, 13.5, -0.3, -0.2
CCCCc1ccc(-c2csc(/C(C#N)=C/c3ccc(C)o3)n2)cc1
 : 3.3, -1.0, -2.0, -0.1, 0.5, -0.5, 2.2, 2.0, -20.7, 0.2, -9.7
Cc1ccc(C(=O)N(Cc2ccccc2)C(C)(C)C)cc1C
 : -2.5, -1.9, 2.1, -0.8, -0.5, 1.0, -20.5, -1.0, -3.2, -0.1, 1.0
CC(=O)C1=C(O)C(=O)N(CCO)C1c1ccccc1 (stereo not given)
 : 2.4, -0.8, 0.6, -0.3, 0.1, -1.1, -1.3, 1.8, -0.2, 1.2, -3.9
CCc1nnc(NS(=O)(=O)c2ccc(NC(=O)c3cc4ccccc4oc3=O)cc2)s1
 : -2.1, -0.3, 2.1, 0.7, -3.3, 1.2, 0.3, /, 0.5, /, 1.5
COC(=O)c1ccc(C(=O)OC)c(NC(=O)C(C)C)c1
 : 0.2, -0.6, -1.7, -0.7, -0.4, 0.0, -3.3, 1.2, -51.2, -0.4, -21.0
Cc1ccccc1C(=O)NC[C@@H]1CCCN2CCCC[C@H]12
 : -2.9, -1.5, -1.7, -0.3, 1.1, 2.4, 2.4, 2.6, -9.0, 4.5*, -4.7
O=C(Nc1cccc(Cl)c1)N1CCN(c2ncccn2)CC1
 : -2.4, -0.6, 1.2, 0.1, 1.3, 0.2, 1.9, 1.6, -3.7, -1.2, -3.1
CCOC(=O)c1sc2nc(C)nc(N3CCCCC3C)c2c1C (stereo not given)
 : 3.1, -1.5, 1.4, -0.8, 8.3, -1.4, 3.1, -1.0, 7.1, /, 0.4
CCc1ccc(NS(=O)(=O)c2c(C)noc2C)cc1
 : -0.8, -0.4, -1.9, 0.2, 0.0, 0.0, -1.0, -0.6, -0.2, 0.0, 1.9
Nc1c(C(=O)Nc2ccc3c(c2)OCCO3)nnn1Cc1ccc(Cl)cc1
 : 4.8, 0.4, 12.2*, 8.7*, -0.5, 4.6, 2.1, 1.9, -41.0, 2.5, -18.0
CCCCCCNC(=O)O[C@]12C[C@@H](C(=O)OC)[C@@H](C(=O)OC)C[C@@]1(O)CN(S(=O)(=O)c1ccc(C)cc1)C2
 : -1.0, -1.4, -2.1, -0.9, 1.6, -1.7, 1.1, -3.1, -6.9, 0.3, -0.5
Cn1cc(CN2CCc3c([nH]c4ccccc34)C2C2CCCCC2)cn1 (stereo not given)
 : -1.9, -0.1, -3.0, 0.2, -1.9, 4.2, -21.4, 0.5, -22.5, -0.5, -5.7
